Source: PubChem BioAssay
IMPase Li inh: qHTS Assay for Identifying the Cell-Membrane Permeable IMPase Inhibitors: Potentiation with Lithium; CHO-M1 cells, IP1 TR-FRET (IP-One), carbachol + lithium; Potency, µM (highest dose often 59.4 µM), for the others: at the top dose activity, negative = IMPase inhibition, actives largely listed as inhibitors; actives 0.35% (n = 210,000);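 note: IP1 builds up when IMPase is blocked and the TR-FRET signal falls; potency is the fitted concentration of half-maximal effect; plate controls were basal vehicle for no effect and high inhibitor control for full effect; nearly all actives have a fitted effect of over 50% in size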
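Lithium-sensitised IP1 accumulation assay; M1-expressing CHO cells treated 30 min at 37C with compound. Competitive antibody detection by time-resolved FRET followed a 10 min room-temperature lysis step.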
LMNA splice mod: qHTS Assay for Modulators of Lamin A Splicing | HeLa LMNA splicing GFP/RFP minigene ratio, 48 h | Potency, µM (titrated, usually from 46.1 µM), for the others: top-dose ratio change, negative = inhibition, most hits filed as inhibitors | actives 0.01% (n = 200,000); active = well fitted inhibition curve with a large enough effect in the signal ratio, with a control signal flat, not every such curve was filed as active; inconclusive = small, poorly fitted or top-dose-only effect, or effect the other way, or a change in a side signal; the % refers to the signal ratio; note: potency is the fitted concentration of half-maximal effect; % is set by controls: 0 for no effect and ±100 for the full control effect
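S3 HeLa cells stably expressing lamin A-EGFP splicing minigene plus DsRed2, 600 cells/well, 48 h compound exposure at 37C. Laser-scanning cytometry; analysed as GFP (500-530 nm)/RFP (575-640 nm) total intensity ratio; 0.5% DMSO vehicle.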
CBFb-RUNX1 inh: qHTS Assay for Compounds Blocking the Interaction Between CBF-beta and RUNX1 for the Treatment of Acute Myeloid Leukemia; Potency, µM (titrated, usually from 59.8 µM), for inactives: at the highest dose activity, negative = inhibition, hits mostly inhibitors; 230,000 tested, under 10 active; Runt-related transcription factor 1 (Homo sapiens) + Core-binding factor subunit beta …; AlphaScreen CBFb-His/RUNX1-biotin binding, biochemical; AID 1477, 2009; note: % of control where 0% means no effect
Target sequence (Q01196 whole entry, looked up): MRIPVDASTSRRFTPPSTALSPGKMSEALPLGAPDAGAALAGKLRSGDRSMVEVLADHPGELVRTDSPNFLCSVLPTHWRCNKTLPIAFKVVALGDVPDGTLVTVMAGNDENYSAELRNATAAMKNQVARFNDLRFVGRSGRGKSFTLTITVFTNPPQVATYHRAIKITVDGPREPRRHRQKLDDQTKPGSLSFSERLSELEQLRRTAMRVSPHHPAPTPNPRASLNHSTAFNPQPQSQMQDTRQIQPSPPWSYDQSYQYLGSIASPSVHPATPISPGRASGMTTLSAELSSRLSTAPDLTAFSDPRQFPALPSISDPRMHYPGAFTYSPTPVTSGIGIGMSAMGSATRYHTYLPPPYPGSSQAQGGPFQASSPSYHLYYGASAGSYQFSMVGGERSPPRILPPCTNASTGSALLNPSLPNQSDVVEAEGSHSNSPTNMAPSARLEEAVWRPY
Target sequence (Q13951 whole entry, looked up): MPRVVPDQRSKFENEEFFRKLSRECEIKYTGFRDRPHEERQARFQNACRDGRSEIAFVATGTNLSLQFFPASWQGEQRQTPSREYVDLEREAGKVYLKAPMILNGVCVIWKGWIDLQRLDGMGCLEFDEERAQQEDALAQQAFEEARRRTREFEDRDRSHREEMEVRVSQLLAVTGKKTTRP
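His-tagged CBF-beta and biotinylated RUNX1 (30 nM each) were premixed 20 min at room temperature, exposed to compound for 15 min, then given nickel-chelate and streptavidin AlphaScreen beads (50 ng each). After 90 min, AlphaScreen signal was read.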
GLA spleen mod: qHTS Assay for Inhibitors and Activators of Human alpha-Galactosidase From Spleen Homogenate. Alpha-galactosidase A (Homo sapiens), P06280. Potency, µM (top dose mostly 80 µM), for inactives: at the top dose activity change, negative = inhibition, usual class: inhibitors. actives 0.008% (n = 240,000). human spleen homogenate, 4MU-alpha-Gal fluorescence, 40 min. AID 2107, 2009;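 note: potency is the fitted concentration of half-maximal effect; 0% = enzyme with vehicle and -100% = no enzyme basal signal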
Target sequence (P06280 32-429 limits assumed): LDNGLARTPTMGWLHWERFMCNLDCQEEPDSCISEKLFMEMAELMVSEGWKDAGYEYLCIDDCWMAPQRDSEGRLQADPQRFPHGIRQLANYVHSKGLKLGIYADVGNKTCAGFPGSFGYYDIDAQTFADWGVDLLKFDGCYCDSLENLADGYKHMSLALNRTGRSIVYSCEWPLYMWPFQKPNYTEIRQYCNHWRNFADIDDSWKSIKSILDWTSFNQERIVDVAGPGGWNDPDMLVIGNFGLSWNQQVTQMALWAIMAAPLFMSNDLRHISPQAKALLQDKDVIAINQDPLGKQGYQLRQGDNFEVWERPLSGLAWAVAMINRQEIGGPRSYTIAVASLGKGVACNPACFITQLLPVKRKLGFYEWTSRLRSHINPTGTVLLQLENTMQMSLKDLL
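Human spleen homogenate (1 ug) was the enzyme source, with 4-methylumbelliferyl-alpha-D-galactopyranoside (1 mM final) in pH 5.0 citrate buffer with 0.01% Tween-20. Compounds were titrated; after 40 min at 37C, NaOH/glycine stop, 4-MU fluorescence read; AC50 from Hill fits.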
NPSR antagonist: qHTS Assay for Antagonists of the Neuropeptide S Receptor: cAMP Signal Transduction; Q6W5P4; actives 1% (n = 220,000); Potency, µM (titrated, usually from 38.3 µM), inactives show at the highest dose activity change, negative = inhibition, most hits filed as inhibitors; CHO-NPSR cells, cAMP TR-FRET, antagonist mode; note: potency is the fitted concentration of half-maximal effect; % is set by controls: 0 for no effect and ±100 for the full control effect; nearly all actives have a fitted effect of over 50% in size; many of its hits are not listed in these tables
KinaseGlo FLuc: Counterscreen for Luciferase (Kinase-Glo TM) Inhibition. Luciferin 4-monooxygenase (Photuris pensylvanica), Q27757. Kinase-Glo luciferase, ATP luminescence, 8 min. Potency, µM (doses to about 38.3 µM), without a hit: top-dose activity change, negative = inhibition, usual class: inhibitors. actives 0.28% (n = 200,000). AID 1379, 2008; note: potency is the fitted concentration of half-maximal effect; % is set by controls: 0 for no effect and ±100 for the full control effect; nearly all actives have a fitted effect of over 60% in size
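Substrate mix (final 50 mM imidazole pH 7.2, 50 mM KCl, 7 mM MgCl2, 10 uM ATP, 0.01% Tween 20, 0.05% BSA) plus pin-tool compound, then Kinase-Glo detection mix; 8 min ambient, luminescence read.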
Epigenetic reg: Quantitative High-Throughput Screen for Regulators of Epigenetic Control | Potency, µM (titrated, usually from 53.9 µM), without a hit: at the highest dose GFP activation, hits mostly activators | actives 0.2% (n = 280,000) | murine LDR cells, GFP reporter derepression, 30 h; note: potency is the fitted concentration of half-maximal effect; % of control where 0% means no effect; nearly all actives have a fitted effect of over 60% in size
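Derepression of a silenced CMV-GFP reporter in murine LDR cells is scored by enumerating GFP-positive cells with a laser-scanning microplate cytometer after 30 hours of treatment at 37 C.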
* marks the source's active call; other numbers are inactive results; u = inconclusive; x = no result given; & = joins results of further samples; [ ] = another dose, or the depositor's remark. Unless noted, calls come from the whole dose curve; as a rule, active = well fitted curve in the direction sought with a large enough effect; inconclusive = small, poorly fitted or top-dose-only effect, or another doubt; inactive = no such curve, though single readings can be large; an effect the other way counts as inactive or inconclusive. Some of the compounds tested; count on the stated rates, not on these rows.

molecule | IMPase Li inh | LMNA splice mod | CBFb-RUNX1 inh | GLA spleen mod | NPSR antagonist | KinaseGlo FLuc | Epigenetic reg
CNC(=S)NNC(=O)Cc1ccc(OC)c(OC)c1 | -6%[38.3 µM] | 7% | 5% | 3% | 5%[46.1 µM] | -5% | 0.0%
Cn1c(=O)oc2cc(S(=O)(=O)Nc3cccc(C(=O)O)c3)ccc21 | 9%[38.3 µM] | 8% | 4% | -6% | -4%[46.1 µM] | 1% | -1.0%
O=C(NC1CCCCC1)N1CCN(c2ccccc2)CC1 | 0% | -9% | 7% | 0% | 4%[46.1 µM] | -1% | -2.0%
COc1ccc(NC(=O)C2CCCN2C(=O)Oc2ccccc2)cc1 (stereo not given) | -7% | x | 2% | -4% | 8% | 3% | -4.9%
CS(=O)(=O)NCc1nnc(SCc2c(F)cccc2Cl)o1 | 4% | -3%[46 µM] | -1% | 5% | -15% | 0% | -0.6%
COc1ccccc1CNc1nc(-c2cc(C)n(C)c2C)cs1 | 5% | 8%[46 µM] | -9% | 0% | -34% | -9% | 2.5%
CC(=O)NS(=O)(=O)c1ccc(NC(=O)C2C3C=CC(C3)C2C(=O)O)cc1 (stereo not given) | -8% | 6% | -6% | -2% | 8% | 1% | -1.0%
COc1ccc(NC(=S)Nc2cc(-c3ccccc3)[nH]n2)cc1Cl | -5% | u | -6% | -3% | -22%[46.1 µM] | 3% | -0.9%
CCOc1cccc(-c2csc(C3COc4ccccc4O3)n2)c1 (stereo not given) | -10% | 2% | -12% | 6% | -2% | 1% | -3.0%
COc1ccc2c(c1)C(c1cccs1)=NNC(c1ccncc1)=N2 | 3% | -16%[46 µM] | -16% | 7% | 29% | -2% | 5.2%
CCCNC(=O)C(=O)Nc1ccc(N(C)C)cc1 | 26% | -13% | 11% | -4% | -9%[46.1 µM] | 2% | -1.2%
CN(CC(=O)N1CCN(c2ccccc2)CC1)S(=O)(=O)c1cnc[nH]1 | -11%[38.3 µM] | 1% | 4% | -4% | 5%[46.1 µM] | 3% | -1.1%
CC1CC(C)CN(C(=O)Cn2c(=O)n(CCCCC(=O)NCc3ccco3)c(=O)c3ccccc32)C1 (stereo not given) | 23%[38.3 µM] | 6% | 6% | 3% | -17%[46.1 µM] | 0% | 0.0%
CCOC(=O)C1(CCc2ccccc2)CCN(C(=O)[C@@H]2C[C@@H](C)NC(=S)N2)CC1 | -8% | x | 10% | 2% | -11% | x | 1.2%
CCN(CC)S(=O)(=O)c1ccc2nc(NC(=O)c3cccs3)sc2c1 | 30%[38.3 µM] | u | 5% | -3% | 4%[46.1 µM] | 2% | 0.0%
Cc1cc(N2CCN(S(=O)(=O)c3ccc4ccccc4c3)CC2)n2ncnc2n1 | 3% | -24%[46 µM] | -10% | -6% | 30% | 0% | 2.1%
COc1cc(NS(=O)(=O)c2ccc(NC(=O)NC3CCCCC3)cc2)nc(OC)n1 | 5%[38.3 µM] | -11% | 1% | 14% | -12%[46.1 µM] | 4% | -6.3%
CCCN(CCC)S(=O)(=O)c1ccc(C(=O)Nc2nc3c(s2)CCc2ccccc2-3)cc1 | 1% | 8% | 2% | 6% | -21% | 1% | 0.0%
O=C(CCCC(=O)N(CC(=O)NC1CCCC1)Cc1ccc2c(c1)OCO2)Nc1ccccn1 | -1%[38.3 µM] | 2% | -1% | -3% | -7%[46.1 µM] | -1% | 1.3%
CCOc1cc2c(Cl)ncnc2c(OCC)c1OCC | x | x | -1% | 3% | -27% | x | 0.8%
COC/C=C/C1=CC2=CC(=O)C(C)(OC(=O)c3cnc4ccccc4n3)C(=O)C2=CN1Cc1ccco1 (stereo not given) | 7% | -10%[9.22 µM] | -15%[13.1 µM] | -2%[17.5 µM] | x | -2%[7.66 µM] | x
CCN(CC)c1ccc(C(=S)NCc2ccccc2)cc1 | 11% | x | u | 2% | -21% | 1% | -2.9%
O=C(Nc1nc2c(ccc3ccccc32)s1)c1ccco1 | 1%[38.3 µM] | 12% | 5% | 6% | -19%[46.1 µM] | -1% | 3.7%
COc1ccccc1C(=O)NN1C(=O)C2C3C=CC(O3)C2C1=O (stereo not given) | 2%[38.3 µM] | 20% | 0% | -1% | -11%[46.1 µM] | 5% | -2.1%
CC1=C(C(N)=O)C(c2cccc(O)c2)n2nc(CCCO)nc2N1 (stereo not given) | 6%[38.3 µM] | 3% | -3% | -1% | 15%[46.1 µM] | 0% | 5.5%

(list continues)
canonical_smiles | IMPase Li inh | LMNA splice mod | CBFb-RUNX1 inh | GLA spleen mod | NPSR antagonist | KinaseGlo FLuc | Epigenetic reg
COc1ccc(N2CCN(CC(=O)Nc3ccccc3SC)CC2)cc1 | 10% | 13%[46 µM] | -20% | -14% | -10% | 1% | 1.1%
COc1cc(/C=N/NC(=O)CCn2cnc(-c3ccccc3)c2-c2ccccc2)ccc1O | 2% | -16% | -20% | 7% | -8% | 3% | -1.0%
CCC1=C/C(=C/N(C)c2ccccc2)C(=O)S1 | 3%[38.3 µM] | -2% | -3% | 1% | -10%[46.1 µM] | -4% | 0.1%
Cc1ccc2[nH]c(-c3ccccc3)c(CN(C)C)c(=O)c2c1 | 29%[38.3 µM] | 19% | -3% | -2% | -11%[46.1 µM] | -9% | 0.2%
CCS(=O)(=O)Nc1ccc(C2=NN(C(=O)c3ccco3)C(c3cccc(F)c3)C2)cc1 (stereo not given) | 0% | 3%[9.22 µM] | -6% | -1% | -40% | 3% | -2.8%
COc1ccc(Cn2c(=O)c3[nH]cnc3n(-c3ccccc3C)c2=O)cc1 | x | x | 2% | 0% | 6%[7.67 µM] | x | 1.4%
COc1ccc(N2CCN(C(=O)CCCn3c(=O)[nH]c4ccsc4c3=O)CC2)cc1 | -16%[38.3 µM] | -5% | -1% | -6% | -6%[46.1 µM] | -4% | -2.5%
Cc1ccc(-c2nnn(CC(=O)N3c4ccccc4CCc4ccccc43)n2)cc1 | 10% | -12% | 19% | 3% | -30%[46.1 µM] | -1% | -2.3%
Cc1ccc(C(=O)N/C(=C\c2cccs2)C(=O)N2CCCCCC2)cc1 | 10%[38.3 µM] | -6% | -1% | -3% | -11%[46.1 µM] | 2% | 0.0%
Cc1ccccc1-n1cnnc1SCC(=O)Nc1cccnc1Cl | -6% | x | u | 4% | 19% | 1% | 1.5%
CCc1ccc(NC(=O)CNS(=O)(=O)c2c(C)noc2C)cc1 | u | 4% | 8% | 0% | u | 2% | 0.0%
CCn1cc([N+](=O)[O-])c(C(=O)N2N=C(c3ccc(OC)cc3OC)CC2c2ccccc2O)n1 (stereo not given) | 8% | -6% | -1% | 2% | -28% | 2% | -2.6%
Cc1cc(NC(=O)Nc2cccc([N+](=O)[O-])c2)no1 | 0% | u | 10% | 1% | -3% | -2% | -1.5%
Cc1ccccc1C(=O)Nc1nnc(CC(=O)N/N=C/c2cn(Cc3ccccc3)c3ccccc23)s1 | x | x | u | -6% | 3% | x | 9.6%
O=C(CCn1c(=O)[nH]c2ccsc2c1=O)Nc1ccc(F)c(F)c1 | 10µM* | -2% | -2% | -7% | -14%[46.1 µM] | 5% | 0.6%
CCCc1nn(C)c2c(=O)[nH]c(-c3cc(S(=O)(=O)N4CCN(C)CC4)ccc3OCC)nc12 | 9%&18% | u | 11%&17% | 10%&-5% | x | 3%[39.9 µM] | -0.1%&0.0%
O=C(N/N=C/c1cccnc1)c1cc(-c2ccccc2OCc2ccccc2)n[nH]1 | x | x | u | -8% | 54% | x | -0.2%
COc1ccc(CCN2C(=O)CS/C2=N\NC(=O)c2cccs2)cc1OC | 1% | u | -12% | -5% | 8% | -1% | 4.7%
Cc1nc(SCc2ccc(F)cc2)c([N+](=O)[O-])[nH]1 | -7% | 1% | -6% | -5% | 0% | 0% | -1.3%
Cc1cccc(N2CCN(S(=O)(=O)c3ccc4c(c3)CCN4C(=O)CCC(=O)O)CC2)c1C | -1%[38.3 µM] | -2% | 1% | -4% | 11%[46.1 µM] | 0% | -1.9%
COCC(C)Nc1nc(C)c(C(C)=O)s1 (stereo not given) | -3% | 0%[46 µM] | 9% | -6% | 15% | 0% | -0.6%
CC(=O)NNC(=O)c1csc(-c2csc(C)n2)n1 | x | x | -2% | 3% | -21% | x | 0.9%
CC12CN3CCN(CC(C3)/C1=N\N=C1/C3CN4CCN(C3)CC1(C)C4)C2 | -10% | -12% | 4% | 4% | 8% | -4% | 2.9%
CSc1ccccc1NC(=O)Cn1nnc(-c2ccc(S(C)(=O)=O)cc2)n1 | -4% | x | -1% | -1% | 2% | -3% | -1.5%
COc1ccc(NC(=O)C2CCN(S(=O)(=O)c3cccc4cccnc34)CC2)cc1OC | -1% | u | -4% | 5% | -9%[46.1 µM] | -1% | 1.0%
CC1=CC(C/C(C)=C/COc2ccc3ccc(=O)oc3c2)OC1=O (stereo not given) | x | x | 17% | 12% | -12% | x | 1.1%

Among those listed so far, these have a furan ring, fused or not:
canonical_smiles | IMPase Li inh | LMNA splice mod | CBFb-RUNX1 inh | GLA spleen mod | NPSR antagonist | KinaseGlo FLuc | Epigenetic reg
CC1CC(C)CN(C(=O)Cn2c(=O)n(CCCCC(=O)NCc3ccco3)c(=O)c3ccccc32)C1 (stereo not given) | 23%[38.3 µM] | 6% | 6% | 3% | -17%[46.1 µM] | 0% | 0.0%
COC/C=C/C1=CC2=CC(=O)C(C)(OC(=O)c3cnc4ccccc4n3)C(=O)C2=CN1Cc1ccco1 (stereo not given) | 7% | -10%[9.22 µM] | -15%[13.1 µM] | -2%[17.5 µM] | x | -2%[7.66 µM] | x
O=C(Nc1nc2c(ccc3ccccc32)s1)c1ccco1 | 1%[38.3 µM] | 12% | 5% | 6% | -19%[46.1 µM] | -1% | 3.7%
CCS(=O)(=O)Nc1ccc(C2=NN(C(=O)c3ccco3)C(c3cccc(F)c3)C2)cc1 (stereo not given) | 0% | 3%[9.22 µM] | -6% | -1% | -40% | 3% | -2.8%
